RAD54 inh: RAD54 (human) branch migration inhibition; Q92698; RAD54 Holliday junction branch migration, FAM/BHQ fluorescence; inhibition, % at 10.4 µM; hit rate 0.14% among 360,000;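 active = mean normalized replicate activity at least 40 and at least half of replicates scoring 40 or more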;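 note: 0% = median of neutral control wells and 100% = median of positive control wells; inhibitors cause a drop in the FAM fluorescence signal; in these data hits start at about 50%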
ERAP1 inh: blocks human ERAP1 aminopeptidase activity; inhibition, % at 10.7 µM; Q9NZ08; hit rate 0.15% among 340,000; recombinant ERAP1, Leu-AMC fluorescence, 60 min; AID 652197;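 active = mean replicate inhibition of at least 30%, or all replicates individually reaching that 30% level; inactive = mean below 30% and not every replicate reaching it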;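 note: 0% = neutral control wells and 100% = L-leucinethiol positive control wells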
INS-1E GSIS act: GLuc luminescence reporter in INS-1E cells, primary screen for activators of glucose-dependent secretion of insulin. INS-1E GLuc reporter insulin secretion, 2-3 h. hit rate 0.61% among 370,000. activation, % at 16.6 µM;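 active = lowest replicate activation of at least 40%, so every replicate reaches that level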;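 note: 0% = median of neutral control wells and 100% = median of IBMX positive control wells; some compounds called inactive have numbers as strong as hits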
CFTR F508del cor: CFTR F508del correction in bronchial cells. AID 720511. hit rate 0.36% among 350,000. activity (quench increase), % at 7.58 µM. CFBE cells, YFP halide quenching; stimulated with forskolin plus potentiator P3; % fluorescence drop versus neutral controls;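 active = mean added fluorescence quench of at least 8% versus neutral control, with both replicates also reaching 8%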;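 note: cells transiently co-express mutant CFTR-F508del with the halide-sensitive YFP; corrector assay measuring rescue of mutant channel to the surface after 24 h compound exposure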
ARNT TACC3 PPI: ARNT/TACC3 interaction disruption; Q9Y6A5; AlphaScreen His-ARNT PAS-B/GST-TACC3 binding, luminescence; TACC3 fragment carries E629A point mutation; inhibition, % at 9.99 µM; hit rate 0.66% among 390,000; AID 623870;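 active = mean inhibition of replicates at least 50% and at least half of replicates each reaching 50%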;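 note: 0% = complete ARNT plus TACC3 wells and 100% = ARNT alone without TACC3; many hits fall short of the cut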
Xi reactivation: reactivates the inactive X chromosome in mouse fibroblasts; activation, % at 7.58 µM; XiGFP mouse fibroblasts, % GFP-positive cells imaging, 3 d; cells co-treated with 5-aza-dC sensitizer; scaled so ellipticine positive control = 100%; hit rate 0.055% among 360,000;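 active = mean normalized replicate activation at least 10% and every replicate at or above 10%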;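 note: 0% = median of on-plate neutral control wells and 100% = ellipticine 6 µM median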
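System: 68-5-11 XiGFP fibroblast line | Buffer or medium: DMEM containing 5-aza-dC | Compound: Single point | Times: Compounds 3 days, fix/stain 15 min at room temperature | Benchmarks: Positive control ellipticine, 6 µM final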
RAD52 inh: RAD52 (human) annealing inhibition | P43351 | recombinant RAD52 DNA annealing, FRET fluorescence | inhibition, % at 18.7 µM | hit rate 0.46% among 360,000;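 active = every replicate showing at least 50% inhibition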
Target sequence (P43351 whole entry, looked up): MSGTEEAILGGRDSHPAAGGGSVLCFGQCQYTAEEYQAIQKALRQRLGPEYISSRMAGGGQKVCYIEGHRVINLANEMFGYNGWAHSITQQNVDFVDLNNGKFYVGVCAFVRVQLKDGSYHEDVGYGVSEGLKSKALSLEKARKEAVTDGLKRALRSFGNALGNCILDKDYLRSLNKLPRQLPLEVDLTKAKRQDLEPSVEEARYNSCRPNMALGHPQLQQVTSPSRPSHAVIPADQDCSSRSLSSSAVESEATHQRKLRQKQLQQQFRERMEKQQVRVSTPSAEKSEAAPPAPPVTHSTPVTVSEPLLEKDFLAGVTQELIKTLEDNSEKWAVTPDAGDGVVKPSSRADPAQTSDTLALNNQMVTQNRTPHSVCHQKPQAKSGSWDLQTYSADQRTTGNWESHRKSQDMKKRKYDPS
esBAF inh: blocks esBAF chromatin remodeling in mouse ES cells | hit rate 2% among 350,000 | AID 602393 | reporter increase, % at 12.5 µM | Bmi1-luciferase knock-in reporter, 24 h; 100% = twice the neutral-well signal; in the data active = activation above about 40%;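 note: 0% = median of the plate's neutral control wells and 100% = double that signal; a rise in the Bmi1 reporter signal indicates esBAF inhibition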
* hit, by the source's call; · = no result given; & = joins results of further samples.

SMILES | RAD54 inh | ERAP1 inh | INS-1E GSIS act | CFTR F508del cor | ARNT TACC3 PPI | Xi reactivation | RAD52 inh | esBAF inh
O=C(c1cccnc1)N1CC[C@@H]2[C@H](CO)Nc3ccc(-c4ccc(F)cc4)cc3[C@@H]21 | -3 | -1 | -10 | -0.5 | 3 | -0.1 | -125 | 5
O=C(NCCc1ccco1)C(=O)NCC1OCCCN1S(=O)(=O)c1ccccc1 (stereo not given) | 2 | 3 | 16 | -3.7 | 4 | 0.1 | -13 | -9
O=C(COC(=O)c1nc(Cl)c(Cl)c(Cl)c1Cl)c1ccc[nH]1 | -25 | 1 | -6 | -2.4 | -14 | 0.3 | -20 | -3
Cc1noc(C)c1NC(=O)N(C)C[C@@H]1OCCCC[C@H](C)Oc2ccc(NC(=O)CCC(F)(F)F)cc2C(=O)N([C@H](C)CO)C[C@H]1C | -3 | 0 | 3 | -2.0 | -12 | -0.7 | -8 | 3
O=C1NC(Cc2ccc(O)cc2)c2nc3cc(F)c(F)cc3c(=O)n2-c2ncccc21 (stereo not given) | -1 | 2 | -10 | 3.9 | · | 0.0 | -12 | -4
CC(C)(C)c1ccc(C2=NC(=O)C(CC(=O)O)S2)cc1 (stereo not given) | · | 4 | -17 | -2.8 | -1 | 0.0 | -33 | ·
O=C(NCCN1CCOCC1)c1cccc(Br)c1 | -1 | 0 | 13 | · | -32 | 0.1 | -7 | 5
C[C@H](CO)N1C[C@H](C)[C@@H](CN(C)CC2CC2)Oc2ccc(NC(=O)c3ccncc3)cc2CC1=O | 2 | · | 8 | -2.2 | -14 | -0.8 | 7 | 4
COc1ccc2c3c(n(C)c2c1)[C@@H](CO)N(C(=O)C1CCC1)CC31CCN(C)CC1 | · | 0 | 8 | 1.0 | · | 0.1 | 8 | ·
COc1ccc(S(=O)(=O)Nc2ccc3c(c2)CC(=O)N([C@H](C)CO)C[C@@H](C)[C@@H](CN(C)S(=O)(=O)c2ccc(Cl)cc2)O3)cc1 | 6 | 0 | 4 | 1.4 | 25 | 0.4 | 5 | 6
CCC(=O)Nc1ccc2c(c1)OC[C@@H](C)N(Cc1ccccn1)C[C@@H](C)[C@@H](OC)CN(C)C2=O | -3 | 4 | -8 | -0.9 | -2 | 0.2 | -7 | 0
C[C@@H]1CCCCO[C@H](CN(C)CC2CC2)[C@H](C)CN([C@@H](C)CO)C(=O)c2cc(NC(=O)CCC(F)(F)F)ccc2O1 | 10 | -1 | 6 | 0.1 | -1 | 0.1 | 20 | -3
Cc1ccc(S(=O)(=O)N2CCOCC2)cc1NC(=O)COC(=O)c1cccc(Cl)c1Cl | 10 | -4 | -29 | -0.9 | -6 | -0.1 | -4 | 3
Cc1cc(C)c2c(n1)nn1c(C)c(CCC(=O)NCc3ccco3)c(C)nc21 | 7 | -4 | 7 | -0.3 | 43 | 0.3 | -50 | -2
COCCNC(=O)C[C@H]1C[C@@H]2c3cc(NC(=O)Nc4ccc(OC)cc4)ccc3O[C@@H]2[C@H](CO)O1 | 0 | 2 | 0 | 1.5 | -3 | 0.6 | 12 | -5
CCOc1cccc(N(C(=O)CNC(=O)c2ccco2)C(C(=O)NCC2CCCO2)c2ccccc2)c1 (stereo not given) | 3 | -2 | 2 | 0.7 | 1 | -0.1 | -7 | 0
CC(Cc1cccs1)NC(=O)CCCn1nnnc1CN1CCOCC1 (stereo not given) | -11 | 5 | 3 | -1.1 | · | 0.1 | 4 | 3
CN(C)CCCNC(=O)C[C@H]1CC[C@H]2[C@H](COc3ccc(NC(=O)c4cccc(F)c4)cc3C(=O)N2C)O1 | 5 | -1 | 5 | 1.2 | 14 | 0.2 | -3 | 10
COc1ccc(NC(=O)Nc2ccc3c(c2)C(=O)N([C@H](C)CO)C[C@@H](C)[C@@H](CN(C)S(C)(=O)=O)O3)cc1 | -3 | 8 | 2 | 0.0 | -4 | -0.8 | 11 | -8
COC(=O)[C@]12CCCCC=C1N(Cc1ccc(Cl)cc1Cl)C(=O)[C@H](CC(=O)NCCc1ccccc1OC)C2 | · | 1 | -16 | -3.6 | · | -0.1 | 0 | ·

Four compounds picked at random from those above:
SMILES | RAD54 inh | ERAP1 inh | INS-1E GSIS act | CFTR F508del cor | ARNT TACC3 PPI | Xi reactivation | RAD52 inh | esBAF inh
C[C@@H]1CCCCO[C@H](CN(C)CC2CC2)[C@H](C)CN([C@@H](C)CO)C(=O)c2cc(NC(=O)CCC(F)(F)F)ccc2O1 | 10 | -1 | 6 | 0.1 | -1 | 0.1 | 20 | -3
O=C1NC(Cc2ccc(O)cc2)c2nc3cc(F)c(F)cc3c(=O)n2-c2ncccc21 (stereo not given) | -1 | 2 | -10 | 3.9 | · | 0.0 | -12 | -4
CN(C)CCCNC(=O)C[C@H]1CC[C@H]2[C@H](COc3ccc(NC(=O)c4cccc(F)c4)cc3C(=O)N2C)O1 | 5 | -1 | 5 | 1.2 | 14 | 0.2 | -3 | 10
COc1ccc(NC(=O)Nc2ccc3c(c2)C(=O)N([C@H](C)CO)C[C@@H](C)[C@@H](CN(C)S(C)(=O)=O)O3)cc1 | -3 | 8 | 2 | 0.0 | -4 | -0.8 | 11 | -8

Next section:
SMILES | RAD54 inh | ERAP1 inh | INS-1E GSIS act | CFTR F508del cor | ARNT TACC3 PPI | Xi reactivation | RAD52 inh | esBAF inh
CCCCOC(=O)c1ccc(NC(=O)C(=O)NCCN(C)C)cc1 | -5 | · | 5 | -1.2 | 1 | -0.1 | -8 | 0
CCCCNC(=O)C1CCCNC1=O (stereo not given) | 0 | · | 10 | · | 30 | · | · | -3
N#Cc1ccc(/C=C/C(=O)c2ccc3c(c2)OCO3)cc1 | · | 0 | -18 | 1.5 | -4 | 0.0 | -4 | ·
Clc1ccc(-c2nc3ccc(Br)cn3c2Cc2ccccc2)cc1 | -5 | 0 | -15 | -0.3 | · | 0.1 | -27 | 22
C[C@H]1CN([C@@H](C)CO)C(=O)c2cc(-c3ccccc3F)cnc2O[C@H]1CN(C)Cc1ccccc1F | -6 | -1 | -7 | 0.6 | -7 | -1.2 | -1 | 3
Clc1ccccc1OCCn1nnc2ccccc21 | -20 | 4 | 3 | 0.9 | -8 | 0.2 | -22 | 63*
C[C@H](CO)N1C[C@H](C)[C@@H](CN(C)S(=O)(=O)c2ccc(Cl)cc2)Oc2ccc(NC(=O)Cn3cnnn3)cc2CC1=O | -10 | 2 | 3 | 2.4 | -1 | 0.0 | 0 | -12
CC(=O)Oc1ccc(C23c4ccccc4C2(OC(C)=O)c2cc(OC(C)=O)ccc23)cc1 (stereo not given) | 1 | 1 | · | 1.4 | -6 | 0.1 | -16 | 3
O=C(NC1CCCCC1)C(=S)N1CCCC1 | -8 | -3 | 4 | -0.6 | -4 | -0.1 | -10 | -2
Cc1ccc(C2CC(=O)C(C=NCCN3CCN(CC(=O)Nc4cc(C)cc(C)c4)CC3)=C(O)C2)cc1 (stereo not given) | -23 | 10 | -1 | -2.2 | -1&5 | 0.2 | -15 | -3
C[C@@H]1CN([C@@H](C)CO)C(=O)c2cc(-c3ccc(F)cc3)cnc2O[C@@H]1CN(C)C(=O)CN(C)C | 9 | 4 | 18 | 0.2 | 1 | -1.1 | -3 | 2
COc1ccc(NC(=O)N[C@@H]2CC[C@@H](CCNC(=O)CCN3CCCCC3)O[C@H]2CO)cc1 | 4 | 1 | 12 | -0.3 | 13 | -0.1 | -7 | -2
CC(=O)Nc1ccc(/C=N/Nc2nc3ccccc3[nH]2)cc1 | · | -31 | -13 | 1.1 | 9 | 0.0 | -12 | ·
COc1ccccc1-c1nn(-c2ccccc2)cc1C(=O)NCC(c1ccco1)N1CCCC1 (stereo not given) | -1 | 2 | · | -1.2 | · | 0.4 | -62 | -1
CC(C)(C)N1CSC(=S)N(Cc2ccccc2)C1 | -10 | 1 | 9 | -0.3 | -1 | 0.1 | -2 | -3
CN(C)c1c(-c2ccccc2)cc(-c2ccccc2)[nH]c1=O | 28 | -3 | 3 | -0.4 | 2 | 0.1 | -3 | 6
CC(C(=O)N/N=C/c1ccc(N(C)C)c(Br)c1)N(c1ccccc1)S(C)(=O)=O (stereo not given) | 0 | · | -34 | · | 4 | · | · | 3
C[C@H]1CN([C@@H](C)CO)C(=O)Cc2cc(N(C)C)ccc2O[C@H]1CN(C)Cc1ccc(C(F)(F)F)cc1 | 9 | · | -32 | -2.4 | · | -0.6 | · | 4
CCOc1ccc(-n2c(SCC(=O)c3c(N)n(C)c(=O)n(C)c3=O)nnc2-c2cccnc2)cc1 | · | 8 | · | -0.4 | -6 | 0.0 | -16 | ·
O=[N+]([O-])c1ccc(Sc2ncc3ccccn23)nc1 | · | -2 | 2 | -1.8 | 0 | -0.2 | -9 | ·
Cc1ccc(C)c(N2C(=O)CC(N3CCN(Cc4ccc5c(c4)OCO5)CC3)C2=O)c1 (stereo not given) | -1 | -3 | -5 | 1.4 | 1 | · | -1 | -3
C[C@H]1CN([C@@H](C)CO)C(=O)c2cc(NC(=O)Cc3cn(C)c4ccccc34)ccc2O[C@H]1CN(C)Cc1ccc(C(F)(F)F)cc1 | 2 | 1 | -5 | 2.1 | -5 | -1.1 | -14 | 5
COc1ccc(CN(C)C[C@@H]2Oc3ccc(NC(=O)Nc4ccc5c(c4)OCO5)cc3C(=O)N([C@H](C)CO)C[C@H]2C)cc1 | 67* | -5 | 6 | -3.2 | 7 | 0.1 | 1 | -3
C[C@@H]1CN([C@H](C)CO)C(=O)c2cccc(NC(=O)c3ccncc3)c2O[C@H]1CN(C)C(=O)Nc1cccc2ccccc12 | -7 | 4 | 4 | -0.5 | · | 0.0 | 0 | 0
O=C(CCCN1C(=O)c2ccccc2C1=O)Nc1nc2ccccc2[nH]1 | 4 | 0 | -11 | -0.4 | 0 | -0.2 | -16 | -11
O=[N+]([O-])c1ccc(/C=N/N=C/c2ccc([N+](=O)[O-])o2)o1 | · | 4 | -26 | -8.5 | 2 | 2.5 | -13 | ·
Cc1cc(C(=O)Nc2cccc3ccccc23)co1 | -14 | 3 | 13 | 1.6 | 0 | 0.0 | -9 | 4
CN(C)c1ccc(-c2ccnc3c2CC(C)(C(=O)NCc2ccc(F)c(F)c2)O3)cc1 (stereo not given) | -5 | 8 | -14 | -1.0 | · | 0.6 | -17 | 5
CC1=C(C(=O)N2CCOCC2)CC(CC(=O)NCCc2ccccn2)C(=O)N1Cc1ccccc1 (stereo not given) | 11 | -1 | 3 | 0.0 | · | 0.1 | -6 | -9
CC(C)(C)CNC(=O)C1(C)CCN1C(=O)Cc1ccc(-c2ccccc2)cc1 (stereo not given) | -10 | 3 | · | -3.5 | · | 0.0 | 8 | -49
C[C@H](CO)N1C[C@H](C)[C@@H](CN(C)Cc2cccc(O)c2)OCc2cn(nn2)CCCC1=O | -1 | -1 | -7 | 0.0 | -4 | -0.1 | -13 | -1
Cc1cc2nc3n(c2cc1C)CC1CC(C(=O)NCc2cccc(C(F)(F)F)c2)N(C)C31 (stereo not given) | -12 | -2 | 1 | 3.1 | -7 | 0.0 | -119 | -15
C[C@@H]1CN([C@@H](C)CO)C(=O)Cc2cc(NC(=O)Nc3ccccc3)ccc2O[C@@H]1CN(C)S(=O)(=O)c1cccs1 | 3 | -1 | -13 | -1.0 | -8 | -0.3 | 7 | 1
Cc1ccc(N2CC(C(=O)NNC(=O)c3ccc(F)cc3)CC2=O)cc1 (stereo not given) | -4 | -1 | 5 | -1.9 | -6 | -0.1 | -7 | 5
O=Nc1c(-c2ccccc2)n(O)[n+]([O-])c1-c1ccccc1 | 1 | -3 | · | 4.8 | · | 0.3 | 3 | 37
COc1ccc(-c2nnnn2C(C)C)cc1S(=O)(=O)Nc1ccccc1 | 1 | 0 | 0 | 3.2 | -4 | 0.0 | 2 | ·
O=C(/C=C/c1ccc(S(=O)(=O)N2CCOCC2)cc1)Nc1cc(F)ccc1F | · | 1 | 0 | 2.3 | 1 | 0.0 | -8 | ·

Screening results (PubChem BioAssay)
